SRC1 inh: inhibitors of human steroid receptor coactivator 1 (SRC1); AID 588354; Q15788; inhibition, % at 3.6 µM; HEK293 GAL4-SRC1 luciferase reporter, luminescence; 360,000 compounds, 0.12% hits;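 active means inhibition above the campaign mean plus 3 SD, with each screening campaign given its own cutoff, cut at about 60% in these data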;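 further: 0% = DMSO treated cells and 100% = gossypol at 36 µM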
Target sequence (Q15788 whole entry, looked up, the tested form may be a part): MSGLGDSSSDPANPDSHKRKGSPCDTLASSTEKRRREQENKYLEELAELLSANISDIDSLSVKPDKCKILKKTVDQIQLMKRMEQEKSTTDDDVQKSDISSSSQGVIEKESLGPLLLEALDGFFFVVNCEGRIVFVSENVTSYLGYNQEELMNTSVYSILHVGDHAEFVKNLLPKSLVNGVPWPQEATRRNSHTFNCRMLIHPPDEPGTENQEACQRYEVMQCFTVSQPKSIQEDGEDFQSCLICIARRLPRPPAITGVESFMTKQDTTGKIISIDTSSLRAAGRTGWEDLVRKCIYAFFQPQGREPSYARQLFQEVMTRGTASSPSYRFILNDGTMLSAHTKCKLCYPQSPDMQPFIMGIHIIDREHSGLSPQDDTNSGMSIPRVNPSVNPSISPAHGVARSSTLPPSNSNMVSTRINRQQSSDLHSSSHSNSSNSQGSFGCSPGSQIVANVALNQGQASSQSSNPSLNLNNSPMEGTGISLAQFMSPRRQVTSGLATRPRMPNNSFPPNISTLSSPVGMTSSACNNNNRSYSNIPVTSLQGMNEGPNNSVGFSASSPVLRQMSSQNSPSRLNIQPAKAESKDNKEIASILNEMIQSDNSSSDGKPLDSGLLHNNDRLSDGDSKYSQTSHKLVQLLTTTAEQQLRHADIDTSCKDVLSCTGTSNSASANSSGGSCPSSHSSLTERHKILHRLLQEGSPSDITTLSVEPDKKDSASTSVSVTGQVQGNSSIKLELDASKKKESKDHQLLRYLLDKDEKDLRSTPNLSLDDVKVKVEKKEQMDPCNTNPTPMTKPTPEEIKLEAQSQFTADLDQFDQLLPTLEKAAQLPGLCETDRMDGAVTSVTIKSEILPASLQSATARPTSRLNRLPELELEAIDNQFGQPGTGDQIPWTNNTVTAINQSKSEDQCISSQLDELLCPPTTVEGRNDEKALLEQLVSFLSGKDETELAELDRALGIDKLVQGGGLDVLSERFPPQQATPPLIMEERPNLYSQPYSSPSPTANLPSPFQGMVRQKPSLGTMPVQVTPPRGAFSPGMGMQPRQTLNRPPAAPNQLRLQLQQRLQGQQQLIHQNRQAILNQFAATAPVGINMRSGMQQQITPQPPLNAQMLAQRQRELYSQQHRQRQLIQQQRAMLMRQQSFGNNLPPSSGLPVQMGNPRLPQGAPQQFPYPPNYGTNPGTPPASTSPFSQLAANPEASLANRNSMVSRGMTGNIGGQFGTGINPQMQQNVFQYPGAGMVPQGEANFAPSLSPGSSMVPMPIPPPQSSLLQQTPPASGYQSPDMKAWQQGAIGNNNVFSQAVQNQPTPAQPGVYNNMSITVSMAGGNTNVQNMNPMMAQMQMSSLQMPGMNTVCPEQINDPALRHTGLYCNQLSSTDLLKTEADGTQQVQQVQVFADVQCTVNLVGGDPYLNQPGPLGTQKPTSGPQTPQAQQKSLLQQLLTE
SRC2 inh: human SRC2 (NCOA2) inhibition; inhibition, % at 9 µM; AID 651957; HEK293 GAL4-SRC2 luciferase reporter, luminescence; 370,000 compounds, 0.17% hits; Q15596;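 active means inhibition above the mean inhibition of all tested compounds plus 3 SD, set per campaign, cut at about 52% in these data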;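 further: 0% = DMSO treated cells and 100% = cells given Gossypol at 36 µM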
NR2F2 inh: blocks human COUP-TFII nuclear receptor. HEK293T NGFI-A luciferase reporter, luminescence. 370,000 compounds, 0.7% hits. inhibition, % at 8.6 µM. P24468;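 active means inhibition above a per-plate cutoff, mean inhibition of test wells between control levels plus 3 SD, cut at about 38% in these data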;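 further: cells cotransfected with COUP-TFII expression vector driving the NGFI-A reporter; 0% = median of COUP-TF2 test wells and 100% = reporter-only cells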
TWEAK-Fn14 inh: blocks TWEAK-Fn14 interaction in a reporter cell assay | TWEAK-stimulated Fn14 reporter cells, luciferase luminescence, 8 h | inhibition, % at 10 µM | 360,000 compounds, 2% hits; in the data active means inhibition above about 50%
NR5A2 inv ag: NR5A2 inverse agonism in reporter assay | O00482 | HEK293T StAR-luciferase reporter, LRH-1 transfected, 24 h | inhibition, % at 3.6 µM | 360,000 compounds, 0.13% hits;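 active means inhibition above the mean inhibition of all tested compounds plus 3 SD, cut at about 73% in these data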;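 further: 0% = DMSO wells and 100% = reporter-only cells lacking LRH-1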
SRC3 inh: inhibitors of human steroid receptor coactivator 3 (SRC3); Q9Y6Q9; HEK293 GAL4-SRC3 luciferase reporter, luminescence; inhibition, % at 3.6 µM; 360,000 compounds, 0.17% hits; AID 588352;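 active means inhibition above a per-campaign cutoff, the mean of all compounds plus 3 SD, cut at about 60% in these data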;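 further: 0% = DMSO-treated cells and 100% = gossypol-treated cells at 36 µM; higher means less SRC3-driven luciferase light from the GAL4 reporter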
TROY NFkB inh: blocks TROY-dependent signaling in reporter cells | inhibition, % at 10 µM | 360,000 compounds, 0.98% hits | AID 1347056 | Q293 LMP1-TROYcd NF-kB luciferase reporter, 4 h;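 active means compounds whose plate-normalised and pattern-corrected inhibition of the luciferase reporter signal at the single screening dose is 50% or more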
EBV LMP1 NFkB: inhibitors of Epstein-Barr LMP1-induced NF-kappaB reporter; LMP1-induced NF-kappaB luciferase reporter cells, luminescence; inhibition, % at 12.5 µM; 350,000 compounds, 0.69% hits; in the data active means inhibition above about 41%;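 further: 0% = neutral control wells and 100% = reference inhibitor control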
CF NFkB inh: inhibitors of cystic fibrosis induced NF-kB; KKLEB NF-kB-GFP reporter, PAF-induced, GFP fluorescence overnight; inhibition, % at 5 µM; 360,000 compounds, 0.86% hits; AID 588850;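 active means at least 50% inhibition at 5 µM, scaled per plate between neutral and stimulator controls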;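 further: PAF is a Pseudomonas aeruginosa culture filtrate used as stimulus; plate controls were PAF-stimulated DMSO wells for no effect and unstimulated DMSO wells for full effect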
KKLEB tox: reduces viability of KKLEB cystic fibrosis airway cells; KKLEB CF airway cells viability, ATPlite luminescence, overnight; hits give low values; cells stimulated with P. aeruginosa culture filtrate; activity change (cytotoxicity), % at 5 µM; 360,000 compounds, 0.36% hits; AID 602141;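 active means corrected activity change at or below -50% at 5 µM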
TRAIL sens C8: caspase-8 TRAIL sensitization. NB7+C8 cells + TRAIL, ATPlite viability luminescence. inhibition (viability loss, TRAIL sensitization), % at 10 µM. 360,000 compounds, 1% hits. AID 624354;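 active means compounds causing at least 50% loss of cell viability in the single-dose screen, relative to plate controls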
* = called active by the depositor; nt = no result given.

# | canonical_smiles | SRC1 inh | SRC2 inh | NR2F2 inh | TWEAK-Fn14 inh | NR5A2 inv ag | SRC3 inh | TROY NFkB inh | EBV LMP1 NFkB | CF NFkB inh | KKLEB tox | TRAIL sens C8
1 | O=C([C@@H]1CCCN1C(=O)c1cccs1)N1CCN(S(=O)(=O)c2cccc(F)c2)CC1 | -1 | 6 | 13 | 4 | 3 | 5 | -8 | 4 | -10 | 4 | -2
2 | CCNc1nnc(SCC(=O)N2c3ccccc3NC(=O)CC2C)s1 (configuration not stated) | -4 | 1 | 5 | 1 | -9 | -8 | 14 | 3 | -4 | 21 | 14
3 | Clc1cccc(Cl)c1COc1ccccc1CNn1cnnc1 | 1 | 3 | 5 | 13 | -3 | 24 | 7 | -7 | 11 | -16 | -6
4 | CCOc1ccc(NC(=O)C(C)N2C(=O)c3ccccc3C2=O)cc1 (configuration not stated) | 10 | 0 | -3 | 12 | -15 | -3 | 10 | 7 | 4 | -6 | -20
5 | Cc1cc(C)c2cc(C#N)c(N3CCCC3)nc2c1 | -3 | -8 | -9 | 2 | 7 | 8 | 14 | 1 | -6 | -5 | 0
6 | Cc1cccc(/C=N\NC(=O)c2ccccc2-n2cccc2)c1 | -4 | -7 | 1 | -6 | 8 | 12 | -22 | 0 | -2 | -2 | -6
7 | COc1ccc(NC(=O)O/N=C/c2ccccc2)cc1 | -47 | -50 | -48 | -19 | -66 | -57 | -43 | -21 | -7 | 12 | 15
8 | CCCN1CCN(CCCNC(=O)C2CCCN(c3nnc(-n4cccc4)s3)C2)CC1 (configuration not stated) | -10 | -53 | -6 | 4 | -3 | -16 | 7 | -5 | 2 | 2 | -2
9 | CCOC(=O)c1cn(Cc2ccccc2)nc1-c1ccccc1 | 11 | -8 | 5 | 6 | 15 | -7 | -10 | 3 | 13 | -17 | -12
10 | COc1ccc(CN(CC(O)COc2cccc3[nH]cc(C)c23)C(C)(C)C)cc1 (configuration not stated) | 6 | 0 | 2 | -9 | 11 | 10 | -12 | 5 | -8 | 1 | -3
11 | O=c1c2ccccc2cnn1CCOc1cccc(Br)c1 | -92 | -21 | -52 | -32 | -89 | -87 | -25 | 1 | -15 | 0 | 23
12 | CN(C(=O)COC(=O)c1cc(S(=O)(=O)N(C)C)ccc1Cl)C1CCS(=O)(=O)C1 (configuration not stated) | -48 | 6 | -2 | -15 | 28 | 4 | -9 | -1 | 3 | 4 | -15
13 | COc1ccc(C2CC(c3ccc(OC)c(OC)c3)=NN2S(C)(=O)=O)cc1 (configuration not stated) | -76 | -7 | -7 | -3 | -108 | -80 | -30 | -21 | 4 | 0 | 8
14 | CC(C(=O)NCC1CCCO1)n1cccc1C(=O)c1ccccc1 (configuration not stated) | -6 | 19 | 2 | -17 | 12 | 9 | 14 | 5 | -9 | 4 | -5
15 | CN(Cc1ccccc1)c1nc(-c2cccc([N+](=O)[O-])c2)nc2ccccc12 | -18 | 14 | -7 | -7 | -3 | 9 | 1 | 6 | -4 | -4 | -7
16 | CCCCn1c(N)c(N(CC)C(=O)c2cccc(OC)c2)c(=O)[nH]c1=O | 3 | -10 | -10 | 0 | -3 | 17 | -8 | 2 | -8 | 8 | -6
17 | COc1ccc(C(=O)Nc2ccc(Cn3ccnc3)cc2)cc1OC | -9 | -17 | -5 | -26 | -37 | -26 | -31 | -8 | -10 | -5 | 10
18 | COc1cc(C(=O)c2ccccc2)c(OC)cc1C(=O)Nc1ccc(O)cc1 | -14 | 12 | -18 | 8 | -27 | 5 | -9 | 2 | 3 | -16 | -1
19 | CCOc1ccccc1NC(=O)C(OC(=O)c1ccccc1NS(=O)(=O)c1cccs1)c1ccccc1 (configuration not stated) | -16 | -20 | 9 | 19 | 1 | 16 | -35 | -2 | 20 | -7 | -4
20 | O=C(CCn1nc(-c2ccccc2)c2ccccc2c1=O)N1CCN(c2ccccc2)CC1 | 6 | -8 | 14 | -9 | 2 | 8 | 3 | 0 | -10 | -2 | -8
21 | O=C1/C(=C\c2ccccc2)CN(C(=O)CCN2CCCCC2)C/C1=C/c1ccccc1 | -8 | 40 | 63* | 106* | 74* | 2 | 69* | -32 | 91* | -54* | 91*
22 | COCCNC(=O)C1(C)CCCN(C(=O)CCc2ccccc2)C1 (configuration not stated) | -5 | -9 | 3 | -32 | 1 | -9 | 4 | nt | 7 | -31 | 3
23 | CCOc1ccc(/C=N/NC(=O)CN2CCSCC2)cc1 | -36 | -25 | 1 | -16 | 9 | 5 | -27 | 2 | -12 | -3 | 1
24 | O=C(NCCCN1CCCC1=O)c1ccc2c(c1)ncn2C1CCCCC1 | -2 | -8 | 15 | -18 | 9 | 14 | -6 | 9 | -19 | 13 | -2
25 | CCn1c(C)cc(/C=C2/SC(=S)NC2=O)c1C | 13 | -19 | 12 | -28 | -1 | 5 | 11 | -1 | 2 | 2 | -8
26 | CCOc1ccc(OCC)c(S(=O)(=O)NCCOC23CC4CC(CC(C4)C2)C3)c1 | 11 | 25 | 37 | 17 | 10 | 32 | 16 | 8 | 15 | -22 | 10
27 | Cc1cc(=O)[nH]c2ccc(Cc3ccccc3)cc12 | -12 | -46 | -97 | -11 | 33 | 0 | -8 | 10 | -124 | -2 | -10
28 | CCNC(=O)C1(C)CCN(C(=O)c2cccc(OC(F)(F)F)c2)C1 (configuration not stated) | 12 | -16 | 0 | -10 | 3 | -11 | -5 | nt | -24 | -1 | -8
29 | COc1cccc(-c2c(C(=O)N/N=C(\C)COc3ccccc3)nnn2-c2nonc2N)c1 | -9 | 9 | -3 | 0 | 9 | 6 | -10 | -7 | -2 | -6 | -12
30 | C[C@H](CO)N1C[C@H](C)[C@@H](CN(C)C(=O)Nc2ccccc2)Oc2c(NS(=O)(=O)c3ccc(F)cc3)cccc2C1=O | 1 | -15 | -5 | -3 | 4 | 12 | -13 | -10 | -25 | 5 | -18
31 | CCOC(=O)c1c(C)[nH]c(C(=O)COC(=O)c2ccc(N3CCCC3=O)cc2)c1C | -7 | -7 | 5 | -13 | -2 | 2 | -16 | 31 | -4 | 1 | -7
32 | Cc1c(CCC(=O)O)c(=O)oc2cc(OCc3ccc(Br)cc3)ccc12 | 9 | -22 | 0 | 7 | 9 | -13 | -43 | -2 | -13 | 7 | -4
33 | COc1ccc(C2=NC(C)(C)Cc3cc(OC)c(OC)cc32)cc1 | -13 | -11 | -2 | -6 | -5 | -24 | -20 | 4 | 14 | -8 | -15
34 | O=C(Nc1ccccc1C(F)(F)F)NC1CCCCC1 | -3 | -15 | 8 | -23 | 12 | -18 | 1 | 2 | 12 | 8 | -1
35 | CCOc1ccc(NC(=NCc2ccc3c(c2)OCO3)SC2CC(=O)N(c3ccc(C(=O)O)cc3)C2=O)cc1 (configuration not stated) | -16 | -18 | 16 | 17 | -3 | 10 | 15 | 8 | -23 | 34 | 6
36 | COCC(=O)N(C)C[C@@H]1Oc2cc(-c3ccc(F)cc3)ccc2S(=O)(=O)N([C@H](C)CO)C[C@H]1C | 12 | 28 | -5 | 10 | 17 | -2 | -7 | 1 | 18 | -18 | -1
37 | COc1ccc(OC)c(NS(=O)(=O)c2ccc3c(c2)CCC(=O)N3)c1 | 6 | 3 | -12 | -7 | -11 | -6 | -6 | 2 | 8 | -3 | -3
38 | COc1cc(C(C(=O)NCc2ccccc2)N(C(=O)c2snc(C(N)=O)c2N)C2CCCC2)cc(OC)c1OC (configuration not stated) | 12 | -10 | 6 | 5 | -2 | 1 | 10 | 2 | 10 | -6 | -9
39 | CCc1ccc(Oc2ncnc(N)c2[N+](=O)[O-])cc1 | -2 | 5 | -7 | 38 | -2 | 18 | -8 | -3 | 26 | 19 | -7
40 | CCOc1ccc(CN2CCNC(=O)C2CC(=O)NCCc2cnccn2)cc1 (configuration not stated) | 11 | 35 | -1 | 7 | 1 | -9 | 10 | -3 | 9 | 2 | -19

Next section; it opens with the four that closed the last part.
# | canonical_smiles | SRC1 inh | SRC2 inh | NR2F2 inh | TWEAK-Fn14 inh | NR5A2 inv ag | SRC3 inh | TROY NFkB inh | EBV LMP1 NFkB | CF NFkB inh | KKLEB tox | TRAIL sens C8
37 | COc1ccc(OC)c(NS(=O)(=O)c2ccc3c(c2)CCC(=O)N3)c1 | 6 | 3 | -12 | -7 | -11 | -6 | -6 | 2 | 8 | -3 | -3
38 | COc1cc(C(C(=O)NCc2ccccc2)N(C(=O)c2snc(C(N)=O)c2N)C2CCCC2)cc(OC)c1OC (configuration not stated) | 12 | -10 | 6 | 5 | -2 | 1 | 10 | 2 | 10 | -6 | -9
39 | CCc1ccc(Oc2ncnc(N)c2[N+](=O)[O-])cc1 | -2 | 5 | -7 | 38 | -2 | 18 | -8 | -3 | 26 | 19 | -7
40 | CCOc1ccc(CN2CCNC(=O)C2CC(=O)NCCc2cnccn2)cc1 (configuration not stated) | 11 | 35 | -1 | 7 | 1 | -9 | 10 | -3 | 9 | 2 | -19
41 | COc1cccc(C(=O)Oc2cc(C)[nH]c(=O)c2[N+](=O)[O-])c1OC | 1 | -6 | -4 | -2 | -4 | -3 | 3 | 1 | 0 | -7 | 2
42 | CN(CCCC(=O)NCc1ccco1)S(=O)(=O)c1ccccc1 | -2 | -17 | -2 | 10 | 1 | 5 | -33 | -2 | 0 | 11 | 14
43 | Clc1ccc(N2COC3c4cccc5cccc(c45)C32)cc1 (configuration not stated) | -2 | 9 | 8 | -2 | -5 | -6 | -28 | -10 | -9 | 1 | -3
44 | CN(C)Cc1c(C(=O)N/N=C/c2ccncc2)nnn1-c1nonc1N | -23 | -27 | -4 | 7 | 8 | -1 | -11 | -3 | -7 | -7 | -6
45 | N#Cc1ccc(C2=NC(C(F)(F)F)(C(F)(F)F)c3c(n(Cc4ccco4)c(=O)[nH]c3=O)N2)cc1 | 4 | -4 | 1 | -16 | 17 | 21 | -5 | 3 | 36 | 5 | 7
46 | CSc1ccc(/C=C2\C(=N)N3N=C(CC(=O)N4CCOCC4)SC3=NC2=O)cc1 | 1 | 0 | 5 | 5 | 5 | -5 | -14 | -3 | -17 | -6 | -12
47 | C[C@@H]1CCCCO[C@H](CN(C)C(=O)Nc2ccccc2)[C@@H](C)CN([C@H](C)CO)C(=O)c2cc(NS(=O)(=O)c3cn(C)cn3)ccc2O1 | 8 | 1 | -6 | -18 | -2 | -18 | -11 | 6 | -2 | -10 | -12
48 | Cc1cccc(-c2noc(-c3ccc(Cl)cc3[N+](=O)[O-])n2)c1 | -102 | -45 | -28 | 18 | -98 | -59 | -81 | -89 | 5 | -3 | 47
49 | CN(c1ccccc1C(=O)Nc1cccc(Br)c1)S(=O)(=O)c1ccccc1 | 2 | -10 | 21 | 4 | -6 | -1 | -15 | -1 | 1 | -9 | -8
50 | COCCN=c1scc(-c2cc(OC)ccc2OC)n1/N=C/c1c[nH]c2ccccc12 | 14 | -16 | 10 | 29 | -19 | 6 | 16 | -16 | -1 | -2 | -2
51 | Cc1cc(Nc2ccc(C)c(C)c2)n2ncnc2n1 | 2 | -15 | -21 | -7 | 19 | 12 | -16 | 8 | -20 | 2 | -13
52 | CCO[C@H]1OC(C(=O)N2CCN(Cc3ccc4c(c3)OCO4)CC2)=C[C@@H](C2CC2)[C@@H]1CCCO | 5 | -5 | 16 | -4 | 4 | -2 | 3 | -7 | 34 | -7 | 0
